EphB4 antag – antagonists of human EphB4-ephrin-B2 interaction | P54760 | EphB4 LBD / TNYL-RAW-Alexa532 peptide, fluorescence polarization | inhibition, % at 7 µM | 97,000 tested, 0.15% active;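 active = inhibition above the screen-wide mean inhibition plus 3 SD, cut at about 15% in these data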;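 also: 0% = DMSO wells and 100% = excess unlabeled TNYL-RAW peptide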
PLK1 kinase inh – PLK1 (human) kinase inhibition; inhibition, % at 10 µM; 97,000 tested, 0.53% active; P53350; recombinant PLK1 kinase, TR-FRET peptide phosphorylation; AID 619;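 active = inhibition of 50% or more in the single-concentration screen; inactive = inhibition below 50%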;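 also: 0% = DMSO max control and 100% = H-89 dihydrochloride min control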
HIV Rev-RRE inh – HIV Rev-RRE protein-RNA interaction inhibition. P05866. 97,000 tested, 0.79% active. Rev peptide-RRE RNA binding, FRET. inhibition, % at 8 µM;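 active = inhibition above the screen-wide mean plus 3 SD, cut at about 35% in these data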;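 also: 0% = median DMSO wells and 100% = median Neomycin B control wells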
Target sequence (P05866 whole entry, looked up): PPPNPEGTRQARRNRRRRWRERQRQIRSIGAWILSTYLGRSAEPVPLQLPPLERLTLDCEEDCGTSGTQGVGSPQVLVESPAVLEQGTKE
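System: Cy5-labelled duplex RRE RNA binding fluorescein-labelled HIV Rev peptide; Signal: fluorescein-to-Cy5 FRET, 480 nm excitation; Also added: labelled Rev peptide; Compound: one concentration, 8 µM nominal; Buffer or medium: HEPES pH 7.5 salt buffer with EDTA; Read-out: % inhibition of FRET ratio versus controls; Schedule: 5 min preincubation and 15 min binding, 25 °C.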
S1P2 ag – agonists of human S1P2 receptor. S1P2-expressing cell line, agonist reporter read-out. activation, % at 4.5 µM. AID 729. 97,000 tested, 0.46% active; in the data active = activation above about 16%;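 also: 0% = vehicle low control and 100% = maximal reference agonist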
Target sequence (O95136 whole entry, looked up): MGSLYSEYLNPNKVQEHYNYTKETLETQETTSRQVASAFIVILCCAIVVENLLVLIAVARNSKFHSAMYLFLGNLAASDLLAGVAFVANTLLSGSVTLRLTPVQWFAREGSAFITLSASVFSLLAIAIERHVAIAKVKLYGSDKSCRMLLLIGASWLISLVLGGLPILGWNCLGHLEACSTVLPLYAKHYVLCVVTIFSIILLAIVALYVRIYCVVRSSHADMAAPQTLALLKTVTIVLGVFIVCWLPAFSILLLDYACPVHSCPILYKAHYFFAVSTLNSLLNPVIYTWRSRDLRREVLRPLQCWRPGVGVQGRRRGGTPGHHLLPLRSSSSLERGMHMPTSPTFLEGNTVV
PLAP act – activates human placental alkaline phosphatase. activation fold at 20 µM. P05187. 96,000 tested, 1.2% active. purified PLAP enzyme, luminescent substrate read-out; active compounds read high; in the data active = activation fold above about 2
Target sequence (P05187 whole entry, looked up): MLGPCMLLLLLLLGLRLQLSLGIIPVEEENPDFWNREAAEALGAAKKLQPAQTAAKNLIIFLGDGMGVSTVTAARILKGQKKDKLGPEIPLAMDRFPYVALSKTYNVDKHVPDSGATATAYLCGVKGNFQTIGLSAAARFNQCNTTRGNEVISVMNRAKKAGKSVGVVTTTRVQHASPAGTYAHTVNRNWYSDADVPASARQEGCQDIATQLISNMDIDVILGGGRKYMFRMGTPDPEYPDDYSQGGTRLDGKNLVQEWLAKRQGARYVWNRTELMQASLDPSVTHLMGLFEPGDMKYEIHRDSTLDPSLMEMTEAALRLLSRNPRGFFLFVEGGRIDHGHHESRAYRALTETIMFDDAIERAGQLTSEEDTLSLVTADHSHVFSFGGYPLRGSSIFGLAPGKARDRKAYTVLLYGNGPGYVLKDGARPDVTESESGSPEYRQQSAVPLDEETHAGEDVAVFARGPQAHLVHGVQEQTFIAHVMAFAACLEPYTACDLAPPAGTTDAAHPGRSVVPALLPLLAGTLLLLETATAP
MT1-MMP txn act – activates MT1-MMP transcription; HT1080 MT1-MMP promoter luciferase reporter, luminescence, overnight; active compounds read high; activation factor at 10 µM; 86,000 tested, 0.16% active;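 active = activation factor of at least 2 for MT1-MMP transcription at 10 µM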
S1P2 antag – antagonists of human S1P2 receptor. cell-based S1P2 antagonist assay, inhibition at 5 uM. inhibition, % at 5 µM. 97,000 tested, 0.21% active. AID 736; in the data active = inhibition above about 45%;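 also: CRE beta-lactamase reporter cells expressing human S1P2 stimulated with S1P; 0% = agonist at EC80 alone and 100% = agonist plus reference antagonist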
Plk1 PBD FP – inhibitors of human Plk1 polo box domain binding. P53350. Plk1 PBD phosphopeptide binding, fluorescence polarization. inhibition, %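 (tested at about 20 µM)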. 97,000 tested, 0.13% active. AID 693; in the data active = inhibition above about 34%, passing the limit was not always enough
FAK inh – FAK (human) kinase inhibition; Q05397; biochemical FAK kinase activity assay; inhibition, %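 (tested at 7 µM)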; 97,000 tested, 0.84% active; in the data active = inhibition above about 19%;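 also: 0% = DMSO and 100% = reference compound high control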
* hit, by the source's call; . = not tested or not shown; [ ] = dose if it differs, or a comment.

Every second line gives: EphB4 antag, PLK1 kinase inh, HIV Rev-RRE inh, S1P2 ag, PLAP act, MT1-MMP txn act, S1P2 antag, Plk1 PBD FP, FAK inh
[1] NC(=O)CS(=O)(=O)c1nc2ccccc2n1CC(=O)N1CCCCC1
  -4, -6, 7, -5, 1, 1.2, -19, -5, 2
[2] COc1ccc(NC2=C(C(C)=O)C(c3ccc4c(c3)OCO4)C(C(C)=O)C(C)(O)C2)cc1 (stereo unspecified)
  -6, -22, 6, -5, 1.2, 1.1, 12, 10, 1
[3] CCOc1ccc(-c2nnc(N(CC)C(=O)C3CCC3)s2)cc1
  7, -9, 14, -6, 0.8, 1.6, 8, -4, -2
[4] Cc1nn2c(c1-c1ccc(Cl)cc1)N=C(c1ccco1)CC2c1ccccc1 (stereo unspecified)
  -2, -20, 19, -8, 1.3, 1, 11, -11, 9
[5] COC(=O)c1[nH]c2cc(OC)c(OC)cc2c1NC(=O)c1cccc(OC)c1
  -7, -4, 0, 0, 1.6, 1.3, -4, -2, 0
[6] CCN(CC)C(=O)C1CC(=O)OC12CCCCC2 (stereo unspecified)
  -1, -9, 6, 0, ., 1.2, -31, 18, -1
[7] CCCCOC(=O)c1ccc(NC(=O)c2cc(Cl)ccc2OC)cc1
  1, -12, 6, -4, 1.3, ., -9, -1, 0
[8] CCOC(=O)n1c(SCC(=O)N(CC)CC)nc2ccccc21
  5, 0, 4, -5, 1.1, 1.1, 0, -4, 0
[9] CCN=C1SC(CC(=O)Nc2sc(C)c(C)c2C(=O)OC)C(=O)N1CC (stereo unspecified)
  -3, -2, 8, -6, 1.1, 1, -19, 8, 5
[10] O=C(/C=N/O)Nc1ccccc1
  -5, -3, 1, -7, 1, 1.2, 10, 1, 6
[11] Cc1cccc(NC(=O)CCN2C(=O)c3ccccc3C2=O)n1
  1, 7, -1, -8, 1, 1.1, 11, 16, -3
[12] Cc1nn(-c2ccccc2)c(C)c1C(=O)OCC(=O)N1CC(=O)Nc2ccccc21
  -5, 2, 10, -2, 1.2, 1.3, 2, 15, -1
[13] Cc1ccc(CNc2ccc3c(c2)OCO3)c(C)c1
  1, -11, 90*[fluorescence artefact?], -3, 0.9, 1.6, 12, -36, 6
[14] COc1cccc(/C=N/n2c(SC)nnc2-c2ccccc2)c1O
  0, 2, 5, -15, 1.4, 1, -10, -2, -10
[15] COCCSc1ccccc1C(=O)NCc1ccc2c(c1)OCO2
  -2, -9, 3, -8, 1.1, 1.2, 6, 6, 0
[16] CCOc1cc(S(=O)(=O)Nc2ccc(Cl)cn2)ccc1F
  4, -3, 1, -9, 0.9, 1.1, -1, -21, 4
[17] O=C1CC(N2CCOCC2)C(=O)N1c1ccccc1Cl (stereo unspecified)
  4, -2, 4, -6, 0.8, 1.2, 13, 6, 0
[18] COc1cc(C(=O)NCc2ccc(C)cc2)ccc1OCc1c(C)noc1C
  1, -10, 3, -10, 0.9, 1.1, 10, -20, 1
[19] Cc1ccccc1Oc1ccc(S(=O)(=O)NCCC(=O)O)cc1
  -2, -19, 0, -6, 1.4, 1, -7, -8, 0
[20] Cc1cc(C)n(-c2cc(-c3ccccc3)nc(C)n2)n1
  1, -5, 8, -7, 0.8, 1, -9, -7, 1

Structural class, the compounds so far containing four or more nitrogen atoms (4)
Every second line gives: EphB4 antag, PLK1 kinase inh, HIV Rev-RRE inh, S1P2 ag, PLAP act, MT1-MMP txn act, S1P2 antag, Plk1 PBD FP, FAK inh
[1] NC(=O)CS(=O)(=O)c1nc2ccccc2n1CC(=O)N1CCCCC1
  -4, -6, 7, -5, 1, 1.2, -19, -5, 2
[12] Cc1nn(-c2ccccc2)c(C)c1C(=O)OCC(=O)N1CC(=O)Nc2ccccc21
  -5, 2, 10, -2, 1.2, 1.3, 2, 15, -1
[14] COc1cccc(/C=N/n2c(SC)nnc2-c2ccccc2)c1O
  0, 2, 5, -15, 1.4, 1, -10, -2, -10
[20] Cc1cc(C)n(-c2cc(-c3ccccc3)nc(C)n2)n1
  1, -5, 8, -7, 0.8, 1, -9, -7, 1

In a second layout: results already given
[7] CCCCOC(=O)c1ccc(NC(=O)c2cc(Cl)ccc2OC)cc1
- EphB4 antag = 1
- PLK1 kinase inh = -12
- HIV Rev-RRE inh = 6
- S1P2 ag = -4
- PLAP act = 1.3
- MT1-MMP txn act = .
- S1P2 antag = -9
- Plk1 PBD FP = -1
- FAK inh = 0

[8] CCOC(=O)n1c(SCC(=O)N(CC)CC)nc2ccccc21
- EphB4 antag = 5
- PLK1 kinase inh = 0
- HIV Rev-RRE inh = 4
- S1P2 ag = -5
- PLAP act = 1.1
- MT1-MMP txn act = 1.1
- S1P2 antag = 0
- Plk1 PBD FP = -4
- FAK inh = 0

[9] CCN=C1SC(CC(=O)Nc2sc(C)c(C)c2C(=O)OC)C(=O)N1CC (stereo unspecified)
- EphB4 antag = -3
- PLK1 kinase inh = -2
- HIV Rev-RRE inh = 8
- S1P2 ag = -6
- PLAP act = 1.1
- MT1-MMP txn act = 1
- S1P2 antag = -19
- Plk1 PBD FP = 8
- FAK inh = 5

The listing continues:
Every second line gives: EphB4 antag, PLK1 kinase inh, HIV Rev-RRE inh, S1P2 ag, PLAP act, MT1-MMP txn act, S1P2 antag, Plk1 PBD FP, FAK inh
[21] O=C1NC2(CCCCCC2)N=C1c1ccc(F)cc1
  -4, -4, 4, -3, 0.9, 1, -17, 12, -2
[22] C=CCn1c(Br)nc2c1c(=O)[nH]c(=O)n2C
  6, -3, 10, 0, 0.9, 1.2, 19, 5, 7
[23] O=C1c2cccnc2C(=O)N1C1CCCCC1
  -1, 6, 1, -1, 0.9, 1.3, -4, -3, 0
[24] O=C(OCc1cc2ccccc2[nH]c1=O)c1ccncc1
  -9, 4, 3, -3, ., 1.1, -9, 5, 2
[25] O=C(c1cccc(C(F)(F)F)c1)N1CCCCCC1
  5, -7, 0, -5, 1, 1.3, -16, 19, -1
[26] Nc1ncnc(N(c2ccccc2)C2CCCCC2)c1[N+](=O)[O-]
  -3, 0, 5, -4, 0.9, ., 17, 34, -2
[27] CCOc1ccc(OCC)c(NC(=O)CCn2cccc2)c1
  -1, -9, 0, -2, 0.9, 1.2, 9, -11, 2
[28] Cc1oc(-c2ccccc2)nc1C(=O)OCC(=O)NC(=O)NCC(C)C
  -10, -5, 6, -3, 1.4, 1, -9, -30, 0
[29] Cc1cc(NC(=O)c2cncc(Br)c2)no1
  12, -3, 2, -6, 0.8, 1, 17, -7, -1
[30] CC(CCc1ccccc1)NC(=O)C1CCCN(c2nnc(-n3cccc3)s2)C1 (stereo unspecified)
  3, -6, 2, -1, ., 0.9, 12, -5, -1
[31] COc1ccccc1CNC(=O)c1cccc(N(C)C)c1
  5, 1, 3, -8, 0.8, 1.3, -4, -7, -1
[32] Cn1nnnc1SCC(=O)N1CCN(c2ccccc2)CC1
  -2, -7, 3, -3, 1, 1, -4, 13, -5
[33] CCCCc1nnc(NC(=O)CCSc2ccccc2)s1
  -6, 3, 4, -9, 1.1, 1, -5, 7, -1
[34] CCOC(=O)N1CCN(C(=O)CN2C(=O)COc3ccc(C)cc32)CC1
  -3, -4, -3, -5, 1.2, 1.1, -5, -11, -6
[35] CN(CC(=O)N1CC(=O)N(CCc2ccccc2)C(=O)C1)S(=O)(=O)c1cccc2nsnc12
  0, -14, 4, -8, 1, 1.1, 3, -13, 0
[36] CCOc1cc(CNCc2cccs2)cc(Br)c1OCC
  -5, -7, 13, -3, 1.2, ., -12, -21, 2
[37] COc1ccc(Cc2nnc(SCC(=O)Nc3ncc(C)s3)o2)cc1
  2, 2, 8, -5, 1, 1.1, -2, 4, 0
[38] Cc1c(NC(=O)c2cccc(NC(=O)c3ccco3)c2)cccc1C(=O)O
  6, -9, 9, -4, 0.8, 1.3, 7, -5, 0
[39] c1cncc(-c2nnc(-c3cccnc3)nn2)c1
  9, -14, 7, -8, 0.8, 1.1, 13, 11, 1
[40] COc1ccc(N2CCN(C(=O)CSc3nnc(COc4cccc5cccnc45)o3)CC2)cc1
  -3, -12, 2, -9, 1.6, ., 11, -21, 6

Quoted from the listing.
PLK1 kinase inh with C=CCn1c(Br)nc2c1c(=O)[nH]c(=O)n2C = -3
EphB4 antag with COc1ccccc1CNC(=O)c1cccc(N(C)C)c1 = 5

The listing continues.
Every second line gives: EphB4 antag, PLK1 kinase inh, HIV Rev-RRE inh, S1P2 ag, PLAP act, MT1-MMP txn act, S1P2 antag, Plk1 PBD FP, FAK inh
[41] Cc1ccc(S(=O)(=O)N2CCC[C@H]2C(=O)OC(C)C(=O)Nc2ncc(Cl)cc2Cl)cc1 (stereo partly specified)
  3, -5, 10, -6, 1, 1.2, 16, 4, 0
[42] Cc1cc(C)nc(N2CCC(C(=O)O)CC2)n1
  0, -5, 8, -5, 1.3, 1.1, 1, 12, 0
[43] O=C(CCSc1nccn1Cc1ccccc1)N1CCOCC1
  3, -9, 3, -2, 1.3, 1.3, 12, 3, -5
[44] COc1ccc(NC(=O)N2CCC(c3ccccc3)C2)c(OC)c1 (stereo unspecified)
  -1, -6, 7, -4, 1.1, 1, 16, -3, 3
[45] CC1(C)CC(=O)c2cc(C(=O)O)c(=O)n(-c3ccccc3)c2C1
  0, -7, 3, -9, 1.3, 1.1, 0, 5, -1
[46] O=C(NC1CCCCC1)C1CCCN(S(=O)(=O)c2cnc[nH]2)C1 (stereo unspecified)
  2, -5, 4, -7, 1, 1, 6, -22, 0
[47] COc1ccc(OC)c(N(CC(=O)N2CCc3ccccc3C2)S(C)(=O)=O)c1
  -2, -14, 2, -2, 1.3, 1.2, 0, -8, 0
[48] O=C1CCCc2c1cc(C(=O)NC1CCSC1=O)c(=O)n2-c1ccccc1 (stereo unspecified)
  3, -6, 6, -4, 1.5, ., 10, -31, -2
[49] Cc1ccc(-c2cc(C(=O)n3cnc4ccccc43)c3ccccc3n2)cc1C
  -7, 0, 6, -4, 1.1, ., 6, 16, -1
[50] CCOc1ccc(C2C(C#N)=C(N)Oc3nc[nH]c(=O)c32)cc1OC (stereo unspecified)
  -6, 0, 10, -2, 1, 1.1, -6, -15, 1
[51] O=C(O)CCc1nn2cc(-c3ccccc3)nc2[nH]c1=O
  -2, -18, 9, -1, ., 1.1, 11, -2, 0
[52] COc1ccc(N(Cc2cc3cc(OC)ccc3[nH]c2=O)C(=O)c2cccnc2)cc1
  2, -6, 5, -4, 1.2, 1.1, -9, -9, 2
[53] O=C(O)CCSc1nnc(-c2ccncc2)n1-c1ccccc1
  5, -11, 6, -4, ., 1.1, -8, 14, -1
[54] Cc1ccc2nc(/C(C#N)=C\c3ccc(OC(=O)c4cccs4)cc3)[nH]c2c1
  2, -25, 16, -7, 1.1, ., 0, 30, 10
[55] COC(=O)CN1C(=O)C2(C(C#N)=C(N)Oc3cc(C)oc(=O)c32)c2ccccc21 (stereo unspecified)
  -8, -12, 1, -9, 1, 1.1, 9, 21, -6
[56] Cc1ccc(S(=O)(=O)N2CCC(C(=O)Nc3nnc(C4CCCC4)s3)CC2)cc1
  -4, -6, 5, -2, 1.1, 1.1, -2, 17, -1
[57] O=C(NCCCCNC(=O)c1ccco1)c1ccco1
  -7, 1, 6, -7, 1, 1, 6, -16, 0

HIV Rev-RRE inh, what is marked active above
Every second line gives: EphB4 antag, PLK1 kinase inh, HIV Rev-RRE inh, S1P2 ag, PLAP act, MT1-MMP txn act, S1P2 antag, Plk1 PBD FP, FAK inh
[13] Cc1ccc(CNc2ccc3c(c2)OCO3)c(C)c1
  1, -11, 90*[fluorescence artefact?], -3, 0.9, 1.6, 12, -36, 6

No enrichment for hits; any-hit rate near 3.9%.
